Tcruzi prolif: blocks T. cruzi growth in NIH3T3 culture | T. cruzi beta-gal in NIH3T3, GalScreen luminescence, 90 h | inhibition, % at 8.34 µM | hit rate 5.9% among 77,000 | AID 624255;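 active = mean inhibition above about 93%, with at least 55% of replicates each passing it, limit read from the data, passing the limit was not always enough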
Pf Dd2 growth: P. falciparum Dd2 growth inhibition | SYBR Green, 72 h; active compounds read low | activity change, % at 10 µM | hit rate 2.3% among 94,000; in the data active = activity change below about -80%
C diff HTS: blocks growth of Clostridium difficile; hit rate 0.25% among 86,000; growth activity, negative = inhibition, % at 16 µg/mL (by protocol); Clostridium difficile clinical isolate growth, OD600, 24 h; active compounds read low; AID 1259249;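 active = mean growth activity at or below -80% and every replicate also at or below -80%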;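 note: 0% = DMSO wells and -100% = levofloxacin 16 µg/mL wells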
GASC1 inh: KDM4C (human) demethylase inhibition; Q9H3R0; GST-KDM4C 2-372, H3K9me3 peptide, LANCE TR-FRET; inhibition, % at 12.5 µM; hit rate 0.15% among 96,000;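 active = mean replicate inhibition above about 25%, with at least 55% of replicates also reaching it, limit read from the data, passing the limit was not always enough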
Target sequence (Q9H3R0 2-372 limits assumed): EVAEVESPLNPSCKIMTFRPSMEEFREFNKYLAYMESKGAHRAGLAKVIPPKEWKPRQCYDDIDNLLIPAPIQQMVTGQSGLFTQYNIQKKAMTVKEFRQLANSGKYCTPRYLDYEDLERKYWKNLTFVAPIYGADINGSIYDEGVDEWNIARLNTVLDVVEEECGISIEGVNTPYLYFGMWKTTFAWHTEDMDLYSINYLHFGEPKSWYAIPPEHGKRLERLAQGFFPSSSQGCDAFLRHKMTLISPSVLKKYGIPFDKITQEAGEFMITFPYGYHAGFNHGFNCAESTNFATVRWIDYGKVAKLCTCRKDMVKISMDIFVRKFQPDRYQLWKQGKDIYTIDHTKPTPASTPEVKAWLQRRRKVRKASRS
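System: N-terminal GST-fused human GASC-1 (KDM4C) fragment, residues 2-372 / Amount: 10 nM GST-KDM4C in enzyme reaction / Also added: H3K9me3 peptide with Fe(II)/2OG / Times: 30 min demethylation and 1 h detection at room temperature / Signal: LANCE TR-FRET / Read-out basis: Fall in 671/618 emission ratio as inhibition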
* hit, by the source's call; x = not tested or not shown.

SMILES | Tcruzi prolif | Pf Dd2 growth | C diff HTS | GASC1 inh
CCC(=O)N1[C@H](C(=O)OC)[C@@H](CO)[C@@H]2Cn3c(ccc(/C=C/c4ccccc4)c3=O)[C@@H]21 | 41.9 | -3.5 | 1.9 | -3.4
CCCNC(=O)C[C@@H]1CC[C@H]2[C@@H](COC[C@H](O)CN2C(=O)Nc2ccccc2OC)O1 | 48.2 | 1.4 | x | -0.4
N#C[C@@H]1[C@@H](c2ccc(-c3ccncc3)cc2)[C@@H](CO)N1C(=O)C1CCC1 | -1.0 | 20.1 | 6.0 | -3.3
C[C@H](CO)N1C[C@H](C)[C@@H](CN(C)S(=O)(=O)c2ccccc2)Oc2cc(-c3cccc(F)c3)ccc2S1(=O)=O | 115.2* | -28.5 | -1.1 | -0.8
CNC[C@H]1Oc2c(NC(=O)c3cc(C)nn3C)cccc2C(=O)N([C@@H](C)CO)C[C@@H]1C | x | 11.3 | -0.2 | -0.5
C[C@H](CO)N1C[C@H](C)[C@H](CN(C)S(C)(=O)=O)Oc2cc(C3=CCCCC3)ccc2S1(=O)=O | 88.2 | 29.0 | 13.3 | -0.5
C[C@H]1CN([C@@H](C)CO)S(=O)(=O)c2ccc(C3=CCCCC3)cc2O[C@H]1CN(C)C | -3.0 | -12.1 | x | -1.8
CS(=O)(=O)Nc1ccc2c(c1)[C@@H]1C[C@@H](CC(=O)NCc3ccccc3)O[C@@H](CO)[C@@H]1O2 | 13.3 | 15.0 | x | -2.0
O=C(Nc1ccc(F)cc1)N[C@@H]1CC[C@H](CCNC(=O)c2ccccc2F)O[C@H]1CO | x | 5.9 | 0.7 | -1.2
COc1ccc(S(=O)(=O)N(C)C[C@@H]2Oc3ccc(NC(=O)Nc4ccccc4)cc3CC(=O)N([C@H](C)CO)C[C@@H]2C)cc1 | 28.9 | -49.8 | -5.1 | 1.0
CC(=O)N1[C@H](CN(C(=O)c2ccc(F)cc2)C(C)C)[C@H](c2ccccc2)[C@@H]1CO | -2.0 | 20.4 | 3.3 | -1.3
Cc1noc(C)c1NC(=O)N(C)C[C@H]1Oc2c(NS(=O)(=O)c3cccs3)cccc2C(=O)N([C@H](C)CO)C[C@H]1C | -7.5 | -9.5 | x | -0.2
O=C(C[C@@H]1C[C@H]2c3cc(NC(=O)Nc4ccccc4)ccc3O[C@H]2[C@H](CO)O1)NCc1cccc(F)c1 | 103.8* | -3.9 | 1.3 | 0.1
O=C(O)C[C@@H]1C[C@@H]2c3cc(NC(=O)Nc4ccc(F)cc4)ccc3O[C@@H]2[C@H](CO)O1 | -38.2 | 8.2 | 1.5 | 0.5
CO[C@H]1CN(C)C(=O)c2ccc(NC(=O)C3CCCCC3)cc2OC[C@@H](C)NC[C@H]1C | -5.6 | x | x | 0.3
C[C@@H]1CN([C@H](C)CO)C(=O)c2cccc(NS(C)(=O)=O)c2O[C@@H]1CN(C)C(=O)Nc1cccc2ccccc12 | 20.3 | -21.7 | -5.8 | -1.3
COc1ccc(S(=O)(=O)Nc2ccc3c(c2)C(=O)N([C@@H](C)CO)C[C@@H](C)[C@H](CN(C)Cc2ccccc2)O3)cc1 | -1.2 | 4.0 | 3.7 | -0.5
C[C@H](CO)N1C[C@H](C)[C@H](CN(C)C(=O)C2CC2)Oc2ncc(C#Cc3ccccc3)cc2C1=O | 60.3 | -17.2 | -4.2 | 0.0
C[C@@H]1CN([C@@H](C)CO)C(=O)c2cc(NC(=O)C3CC3)ccc2O[C@H]1CN(C)S(=O)(=O)c1ccccc1 | x | -9.0 | 0.2 | -2.8
CCCNC(=O)Nc1ccc2c(c1)C(=O)N(C)[C@@H]1CC[C@H](CC(=O)O)O[C@H]1CO2 | -43.0 | -5.1 | -2.5 | 4.4

Ordered by molar mass (low to high): some entries from above.
SMILES | Tcruzi prolif | Pf Dd2 growth | C diff HTS | GASC1 inh
O=C(O)C[C@@H]1C[C@@H]2c3cc(NC(=O)Nc4ccc(F)cc4)ccc3O[C@@H]2[C@H](CO)O1 | -38.2 | 8.2 | 1.5 | 0.5
O=C(C[C@@H]1C[C@H]2c3cc(NC(=O)Nc4ccccc4)ccc3O[C@H]2[C@H](CO)O1)NCc1cccc(F)c1 | 103.8* | -3.9 | 1.3 | 0.1
C[C@@H]1CN([C@H](C)CO)C(=O)c2cccc(NS(C)(=O)=O)c2O[C@@H]1CN(C)C(=O)Nc1cccc2ccccc12 | 20.3 | -21.7 | -5.8 | -1.3

Look-ups from above.
Result of O=C(O)C[C@@H]1C[C@@H]2c3cc(NC(=O)Nc4ccc(F)cc4)ccc3O[C@@H]2[C@H](CO)O1 in Tcruzi prolif: -38.2
Result of C[C@H](CO)N1C[C@H](C)[C@H](CN(C)C(=O)C2CC2)Oc2ncc(C#Cc3ccccc3)cc2C1=O in Pf Dd2 growth: -17.2

The results go on:
SMILES | Tcruzi prolif | Pf Dd2 growth | C diff HTS | GASC1 inh
CC=Cc1ccc2n(c1=O)C[C@@H]1[C@@H](CO)[C@H](C(=O)NCCc3ccccc3)N(C(=O)CC)[C@H]21 (mixture of isomers) | -3.7 | 2.7 | -3.2 | 1.3
C[C@H](CO)N1C[C@H](C)[C@H](CN(C)C(=O)c2ccccc2)OCCCC[C@H](C)Oc2ccc(N(C)C)cc2C1=O | 4.4 | x | -0.2 | 4.5
COCC(=O)N(C)C[C@@H]1Oc2cc(C#CC3CC3)ccc2S(=O)(=O)N([C@H](C)CO)C[C@@H]1C | -73.7 | 0.2 | 1.9 | -0.2
C[C@@H]1CN([C@H](C)CO)C(=O)Cc2cc(NS(=O)(=O)c3cn(C)cn3)ccc2O[C@H]1CN(C)Cc1ccccc1 | 35.4 | -1.4 | -1.6 | 2.2
CO[C@@H](CN(C)C(=O)c1cnccn1)[C@@H](C)CN([C@@H](C)CO)S(=O)(=O)c1ccccc1 | -0.6 | 53.8 | x | 0.8
C[C@@H]1CN([C@@H](C)CO)C(=O)c2cc(NC(=O)Nc3ccccc3)ccc2O[C@H]1CN(C)S(=O)(=O)c1cn(C)cn1 | -29.3 | -12.6 | -1.2 | -1.2
CN(C)CC(=O)Nc1ccc2c(c1)[C@H]1C[C@@H](CC(=O)N3CCCCC3)O[C@@H](CO)[C@H]1O2 | -48.4 | 29.7 | 0.9 | 0.9
Cc1noc(C)c1NC(=O)Nc1cccc2c1O[C@H](CN(C)Cc1ccc(C(=O)Nc3ccccc3N)cc1)[C@@H](C)CN([C@@H](C)CO)C2=O | x | -24.5 | 6.6 | -1.9
CO[C@H]1CN(C)C(=O)c2cc(NS(C)(=O)=O)ccc2OC[C@@H](C)N(CC2CCCCC2)C[C@H]1C | -33.8 | 9.7 | x | 1.1
Cc1noc(C)c1NC(=O)N(C)C[C@@H]1OCCCC[C@H](C)Oc2ccc(NC(=O)Nc3ccc(F)cc3)cc2C(=O)N([C@H](C)CO)C[C@@H]1C | 10.4 | -5.0 | -0.2 | -0.8
C[C@@H]1CN([C@H](C)CO)C(=O)c2cc(NS(C)(=O)=O)ccc2O[C@H]1CN(C)Cc1ccc(C(=O)Nc2ccccc2N)cc1 | 58.9 | 6.4 | -0.3 | 0.9
Cc1ccc(S(=O)(=O)Nc2ccc3c(c2)CC(=O)N([C@H](C)CO)C[C@H](C)[C@H](CN(C)S(=O)(=O)c2ccccc2)O3)cc1 | 15.1 | -62.3 | 3.4 | -0.2
CNC[C@H]1Oc2c(NS(=O)(=O)c3cn(C)cn3)cccc2C(=O)N([C@@H](C)CO)C[C@H]1C | -27.7 | 52.5 | 3.1 | 0.8
CNC[C@@H]1Oc2ccc(NC(=O)Nc3c(C)noc3C)cc2C(=O)N([C@H](C)CO)C[C@@H]1C | -16.1 | -1.8 | -0.7 | -0.3
COc1ccc(-c2cnc3c(c2)C(=O)N([C@@H](C)CO)C[C@H](C)[C@H](CN(C)Cc2ccccn2)O3)cc1 | 29.1 | 5.8 | 2.2 | 1.1
CCC(=O)Nc1ccc2c(c1)C(=O)N(C)[C@H]1CC[C@H](CC(=O)NCCOC)O[C@@H]1CO2 | -10.2 | -4.5 | -2.3 | 1.0
CC=Cc1ccc2n(c1=O)C[C@@H]1[C@@H](CO)[C@H](C(=O)NC3CCC3)N(CC)[C@H]21 (mixture of isomers) | -6.8 | 6.1 | 1.2 | 4.1
C[C@@H]1CCCCO[C@@H](CN(C)Cc2ccc(C(=O)O)cc2)[C@@H](C)CN([C@@H](C)CO)C(=O)c2cc(NC(=O)C3CCCCC3)ccc2O1 | -1.6 | 13.4 | -1.6 | 1.7
C[C@H]1CN([C@@H](C)CO)C(=O)c2cc(-c3ccccc3)cnc2O[C@H]1CN(C)Cc1ccc(C(=O)O)cc1 | 57.3 | 11.1 | -2.1 | 2.4
CC(C)NC(=O)Nc1cccc2c1O[C@H](CN(C)Cc1ccc(-c3ccccc3)cc1)[C@@H](C)CN([C@@H](C)CO)C2=O | 24.6 | -28.5 | -1.8 | -1.0
Cc1cc(C(=O)Nc2cccc3c2O[C@H](CN(C)C(=O)Nc2cccc4ccccc24)[C@@H](C)CN([C@@H](C)CO)C3=O)n(C)n1 | 13.9 | 9.3 | -0.6 | 1.4
COc1ccc(NC(=O)N(C)C[C@H]2OCCCC[C@@H](C)Oc3ccc(NC(=O)C4CCCCC4)cc3C(=O)N([C@H](C)CO)C[C@H]2C)cc1 | 60.3 | -71.4 | -4.7 | -1.5
CCCNC(=O)N1CC2(C1)CN(Cc1ccccc1)[C@H](CO)c1[nH]c3cc(OC)ccc3c12 | x | -37.1 | 0.9 | -0.7
C[C@H](CO)N1C[C@H](C)[C@H](CN(C)C(=O)c2ccc(F)cc2)Oc2ncc(C#CC3CC3)cc2C1=O | 74.9 | -9.4 | 5.1 | 1.4
C[C@H](CO)N1C[C@H](C)[C@H](CN(C)CC2CCCCC2)Oc2ccc(NS(=O)(=O)c3ccccc3)cc2C1=O | -11.9 | -3.2 | 18.2 | 0.1
COc1ccccc1C#Cc1ccc2c(c1)[C@H]1[C@H](CCN1C(=O)CN1CCOCC1)[C@@H](CO)N2 | x | -76.4 | 1.5 | -3.0
C[C@H](CO)N1C[C@H](C)[C@H](CN(C)C(=O)NC2CCCCC2)Oc2ccc(NS(=O)(=O)c3ccc(F)cc3)cc2C1=O | 86.1 | 11.7 | 3.5 | -0.3
CN(C)C(=O)C[C@H]1C=C[C@@H](NS(=O)(=O)c2ccccc2)[C@H](CO)O1 | -34.9 | 21.0 | x | 3.9
C[C@@H]1CN([C@H](C)CO)C(=O)c2cc(NC(=O)Nc3ccc(C(F)(F)F)cc3)ccc2O[C@@H]1CN(C)Cc1ccccc1 | 38.4 | 5.4 | 13.6 | -0.7
C[C@H](CO)N1C[C@H](C)[C@@H](CN(C)S(=O)(=O)c2ccccc2)OCc2ccccc2-c2c(n(C)c3ccccc23)C1=O | 78.2 | -71.1 | x | 0.1
CC(C)C#Cc1ccc2c(c1)O[C@H](CN(C)S(C)(=O)=O)[C@@H](C)CN([C@@H](C)CO)S2(=O)=O | 20.2 | 1.3 | -2.2 | -1.3
O=C(C[C@@H]1CC[C@H]2[C@@H](COC[C@H](O)CN2Cc2cccc(F)c2)O1)NCc1cccc(F)c1 | -11.9 | -16.9 | x | 1.6
CC(C)NC(=O)N1CC(=O)N2[C@H](CO)[C@H](c3ccc(C#CCN(C)C)cc3)[C@H]2C1 | x | 54.3 | 3.4 | 2.6
CCC(=O)Nc1ccc2c(c1)OC[C@@H](C)N(Cc1ccccn1)C[C@@H](C)[C@H](OC)CN(C)C2=O | 31.1 | -7.6 | x | 2.9
Cc1ccc(-c2cnc3c(c2)C(=O)N([C@@H](C)CO)C[C@H](C)[C@@H](CN(C)C(=O)c2ccncc2)O3)cc1 | 45.3 | 3.3 | 1.7 | 1.3
CC(C)c1cn(CC[C@H]2CC[C@@H](NC(=O)C3CCCC3)[C@H](CO)O2)nn1 | x | 4.8 | 1.3 | -0.7
C[C@H]1CN([C@@H](C)CO)S(=O)(=O)c2ccc(-c3cccnc3)cc2O[C@@H]1CN(C)Cc1cncnc1 | 34.9 | 0.4 | 0.7 | 2.4
CN1CCN(C(=O)C[C@@H]2CC[C@@H](NS(=O)(=O)c3cccc(F)c3)[C@@H](CO)O2)CC1 | 27.5 | 16.8 | 1.6 | 2.2
C[C@@H]1CN([C@@H](C)CO)C(=O)c2cc(NC(=O)NC3CCCCC3)ccc2O[C@@H](C)CCCCO[C@@H]1CN(C)Cc1ccc(C(F)(F)F)cc1 | 49.2 | -48.0 | -41.4 | -1.1
O=C(C[C@H]1CC[C@@H](NC(=O)CC2CC2)[C@H](CO)O1)NCc1ccc(Cl)cc1 | -30.0 | -10.2 | x | -0.9
O=C(C[C@H]1CC[C@H]2[C@@H](COC[C@@H](O)CN2S(=O)(=O)c2cccc(Cl)c2)O1)NC1CCCC1 | -59.2 | -2.3 | x | -2.3
O=C(C[C@@H]1C[C@H]2c3cc(NS(=O)(=O)c4ccc(F)cc4)ccc3O[C@H]2[C@@H](CO)O1)NC1CCCC1 | -16.4 | -1.9 | x | -1.0
CC(=O)NC[C@@H]1[C@@H](c2ccc(-c3ccccc3)cc2)[C@@H](CO)N1C(=O)C1CC1 | 44.5 | 2.0 | 2.6 | -0.6
C[C@H](CO)N1C[C@H](C)[C@H](CN(C)S(=O)(=O)c2ccccc2)Oc2ccc(NC(=O)Nc3ccc(F)cc3)cc2CC1=O | 24.1 | 4.0 | -1.4 | -1.8

High-throughput results (PubChem)
